High-throughput results deposited in PubChem by NCI.
Growth percent in the NCI-60 one-dose screen (48 h, 10 µM unless noted): 100 = growth as untreated, 0 = no growth, -100 = all killed.
MCF7 – MCF7 breast cancer; 82,000 compounds, 6.3% hits; AID 1794796
LOX IMVI – LOX IMVI melanoma. 79,000 compounds, 7.4% hits
UACC-62 – UACC-62 melanoma; 81,000 compounds, 5.4% hits; AID 1794756
MALME-3M – MALME-3M melanoma. 78,000 compounds, 5.8% hits. AID 1794766
BT-549 – BT-549 breast cancer; 78,000 compounds, 4.4% hits; AID 1794793
UACC-257 – UACC-257 melanoma; 78,000 compounds, 4.4% hits
HS 578T – HS 578T breast cancer; 78,000 compounds, 4.1% hits
T-47D – T-47D breast cancer | 79,000 compounds, 5% hits | AID 1794792
* hit, by the source's call; / = no result given; & = joins results of further samples. The calls were made as follows: active = growth percent below 10; inactive = the rest.

SMILES	MCF7	LOX IMVI	UACC-62	MALME-3M	BT-549	UACC-257	HS 578T	T-47D
CC(C)C(=O)CCCN1C(=O)c2ccccc2C1=O	100	98	101	90	112	100	108	103
COc1cccc(/C=C2\SC(=Nc3ccc(NC(C)=O)cc3)NC2=O)c1OC	93	96	98	107	98	100	70	89
Cc1ccc(Oc2nc3sc4cccc(Cl)c4n3c(=N)c2C#N)cc1	115	95	106	96	108	104	110	100
O=C(CN1CCCCC1)Nc1nc2ccc(NCc3ccccc3)cc2s1	67	57	66	99	91	72	100	59
Fc1ccc(Nc2ccc3c(OCCCN4CCOCC4)cccc3n2)cc1F	61	6.8*	62	70	86	94	68	78
O=C1Nc2ccccc2C12NCCc1cccc(O)c12 (stereo unspecified)	100	100	99	104	109	105	105	111
CC(=O)O[C@H]1[C@H](O[C@H]2[C@@H](O)C[C@@]3(C)[C@@H](CC[C@]4(C)[C@@H]3CC=C3[C@@H]5CC(C)(C)CC[C@]5(C(=O)O[C@H]5OC[C@@H](O)[C@H](O[C@@H]6O[C@@H](C)[C@H](O[C@@H]7OC[C@@H](O)[C@H](O)[C@H]7O[C@@H]7O[C@@H](C)[C@H](O)[C@@H](O[C@@H]8OC[C@](O)(CO)[C@H]8O)[C@H]7O)[C@@H](O)[C@H]6O)[C@H]5O)[C@H](O)C[C@]34C)[C@]2(C)C(=O)O)O[C@H](CO)[C@@H](O[C@@H]2O[C@H](CO)[C@@H](O)[C@H](O)[C@H]2O)[C@@H]1O	98	101	98	93	106	93	97	96
CCNc1ncnc2[nH]ncc12	93	98	/	72	84	89	109	103
C(=NCCN=Cc1c[nH]c2ccccc12)c1c[nH]c2ccccc12	91	92	94	89	89	85	97	88
COC(=O)c1nnn(-c2cc(Cl)ccc2Cl)c1C(=O)c1ccc(Cl)c(Cl)c1	96	97	86	94	89	96	88	/
O=C(C1CC1)N(C(=O)C1CC1)c1ncc(-c2ccc(C(F)(F)F)cc2)c(NC2CCCCCC2)n1	73	95	71	72	102	66	92	47
COc1cc2c(cc1OC)C(=O)C(CC1CCN(C(=O)Nc3ccc(Cl)cc3)CC1)C2 (stereo unspecified)	94	87	75	94	100	99	108	70

Profiles, looked up by structure. Order of values: MCF7 | LOX IMVI | UACC-62 | MALME-3M | BT-549 | UACC-257 | HS 578T | T-47D
Listed for `O=C(CN1CCCCC1)Nc1nc2ccc(NCc3ccccc3)cc2s1` : 67 | 57 | 66 | 99 | 91 | 72 | 100 | 59
Listed for `COC(=O)c1nnn(-c2cc(Cl)ccc2Cl)c1C(=O)c1ccc(Cl)c(Cl)c1` : 96 | 97 | 86 | 94 | 89 | 96 | 88 | /

Remaining list, next part.
SMILES	MCF7	LOX IMVI	UACC-62	MALME-3M	BT-549	UACC-257	HS 578T	T-47D
CCCCOc1nc(-c2cccnc2)nc2c1sc(=S)n2-c1ccccc1	89	95	78	133	106	/	96	71
CC(c1cccs1)N(C)Cc1nc(N)c2ccccc2n1 (stereo unspecified)	86	97	88	98	127	48	128	90
O=C(Nc1cccc2ccccc12)c1ccccc1O	75	85	50	72	79	79	90	52
O=C1CC(c2ccccc2)Oc2ccc(Cl)cc21 (stereo unspecified)	62	95	88	113	98	109	110	79
O=c1[nH]cnc2c1C(c1ccc(Cl)cc1)c1sc3c(F)cccc3c1O2 (stereo unspecified)	45	85	75	109	106	117	91	66
COc1cc(/C=N\NC(=O)c2ccncc2)ccc1O	95	97	107	111	106	92	115	146
CSc1nc(C)cc(SC(=N)N)n1	97	107	99	90	108	/	98	95
CCOC(=O)C(Cc1ccccc1)N1C(=O)/C(=C/N2N=C(c3ccc(OC)cc3)CC2c2ccc3ccccc3c2)SC1=S (stereo unspecified)	0.2*	-100*	-77*	-27*	-6.8*	1.0*	1.0*	15
Cc1ccc(Sc2nnc(/N=C3\C(=O)Nc4ccccc43)s2)cc1	101	98	103	102	116	94	97	107
COc1ccc(N2C(=O)/C(=C/C3=Cc4ccccc4OC3)SC2=S)c(OC)c1	100	102	88	96	118	94	104	81
C[C@H](CCC(=O)NCc1ccc(C(=O)NO)cc1)[C@H]1CC[C@H]2[C@@H]3[C@@H](O)C[C@@H]4C[C@H](O)CC[C@]4(C)[C@H]3CC[C@]12C	84	91	79	38	99	81	99	91
OCc1cnc(C2OCCO2)s1	93	96	111	106	101	102	105	84

6 compounds from above, limited to UACC-62 and LOX IMVI:
compound,UACC-62,LOX IMVI
CCCCOc1nc(-c2cccnc2)nc2c1sc(=S)n2-c1ccccc1,78,95
CC(c1cccs1)N(C)Cc1nc(N)c2ccccc2n1 (stereo unspecified),88,97
O=C(Nc1cccc2ccccc12)c1ccccc1O,50,85
O=C1CC(c2ccccc2)Oc2ccc(Cl)cc21 (stereo unspecified),88,95
O=c1[nH]cnc2c1C(c1ccc(Cl)cc1)c1sc3c(F)cccc3c1O2 (stereo unspecified),75,85
COc1cc(/C=N\NC(=O)c2ccncc2)ccc1O,107,97

New compounds follow.
SMILES	MCF7	LOX IMVI	UACC-62	MALME-3M	BT-549	UACC-257	HS 578T	T-47D
O=C1CSC(c2ccccc2)Nc2n[nH]c(-c3ccccc3)c21 (stereo unspecified)	96	96	96	100	99	119	96	110
CCOC(=O)c1c(NC(=O)c2cccc(C(F)(F)F)c2)sc2c1CCC(=O)/C2=C\N(C)C	74	74	66	97	111	102	95	63
Cc1cccc(/C=C/c2ccc(NC(=S)NCCCCN(C)C)cc2)c1	-74*	-99*	-88*	-96*	-73*	-65*	-54*	-68*
CCCC1(C=O)NC(=O)N(C)C1=O (stereo unspecified)	98	93	103	99	105	/	96	107
NNC(=S)Nc1ccc(S(=O)(=O)Nc2ccc(Cl)nn2)cc1	98	100	93	98	98	102	103	100
O=C(Cn1c[n+](CC(=O)c2ccc([N+](=O)[O-])cc2)c2ccccc21)Nc1cccc2cccnc12	31	86	69	81	36	49	75	34
CC(=O)c1c(F)ccc2ccccc12	98	27	109	94	101	112	/	96
O=C(Nc1ccc([N+](=O)[O-])cc1NC(=O)c1ccccc1)c1ccccc1	98	92	85	107	105	100	102	76
O=C=NC(c1ccccc1)(c1ccccc1)c1ccccc1	102	102	101	95	103	107	111	/
CCOc1ccc2[nH]c(=S)sc2c1	102	99	104	98	107	104	96	94
COc1cc(Cn2c(SCc3ccc(Cl)cc3)nc3ccccc3c2=S)cc(OC)c1OC	93	93	76	102	101	102	97	87
Cc1csc(/N=C(N)/N=C(\N)c2cnccn2)n1	98	107	100	108	128	108	112	101
Cc1ccc(C2=CSc3ccccc3N2)cc1	79	94	86	92	108	/	101	87
CCCCc1oc2ccc([N+](=O)[O-])cc2c1C(=O)c1ccc(C#CC2CCCC2)cc1	89	95	70	99	104	98	104	72
c1csc(-c2cnc3nonc3n2)c1	61	63	79	100	87	75	93	46
c1coc(CSc2ncnc3nc[nH]c23)c1	90	89	98	125	120	97	106	94
Clc1ccc(-c2noc(Cn3cc(-c4ccccc4)nn3)n2)cc1	95	95	96	95	113	102	99	94
O=C1N(Cl)C2(c3ccccc3)N(Cl)C(=O)N(Cl)C2(c2ccccc2)N1Cl (stereo unspecified)	93	104	102	103	103	95	112	97
NC1=NN(c2ccccc2)C(=O)/C1=C/c1ccc(Cl)cc1	97	/	81	92	104	97	106	74
O=C(OCCCCCCN1CCOCC1)C1(c2ccccc2)CCCCC1	105	98	87	94	104	/	93	71
O=C(Cn1ccnc1)Nc1ccc(-c2nc3ccccc3s2)cc1	61	73	83	82	65	68	87	51
O=[N+]([O-])c1ccc(N/N=C/c2cccc3ccccc23)nc1	76	97	91	168	106	102	108	75
CNNC1=NS(=O)(=O)c2cnccc2N1c1cc(C)ccc1O	96	98	110	104	82	112	111	109
CCCCC1COc2cccc3c(SCC(=O)N(C)c4ccc(C(F)(F)F)cc4)cc[n+]1c23 (stereo unspecified)	96	104	99	107	107	97	106	96
Cn1c(=O)[nH]c2nc(SCC(=O)Nc3ccc(C(=O)/C=C/c4cccc([N+](=O)[O-])c4)cc3)[nH]c2c1=O	93	99	100	94	108	100	103	90
CO[C@H](C(=O)[C@@H](O)[C@@H](C)O)[C@@H]1Cc2cc3cc(O[C@H]4C[C@@H](O[C@H]5C[C@@H](O)[C@H](O)C(C)O5)[C@H](O)C(C)O4)c(C)c(O)c3c(O)c2C(=O)[C@H]1O[C@H]1C[C@@H](O[C@H]2C[C@@H](O[C@H]3C[C@@H](OC)[C@H](O)C(C)O3)[C@@H](O)C(C)O2)C(O)(O)C(C)O1 (stereo partly specified)	4.2*	3.5*	-44*	-37*	-20*	-21*	25	0.4*
CN(CC(=O)N(Cc1ccc(C2CCCCC2)cc1)c1ccc(C(=O)NO)cc1)S(=O)(=O)c1c(F)c(F)c(F)c(F)c1F	25	-8.7*	94	86	93	102	92	11
Cc1ccccc1C(c1ccccc1)c1ccccc1C	99	95	100	109	86	71	106	/
CC(=O)c1cc2c(N)c(C(=O)Nc3ccnc4ccccc34)sc2nc1C	95	102	90	106	99	112	101	78
C=CCS(C)(=O)=O	96	103	/	121	/	89	89	/
Nc1ccc2ncc3c(=O)[nH][nH]c3c2c1	100	100	105	103	92	106	111	106
CC1=CC(=O)Nc2ncccc2O1	105	105	110	104	114	97	96	101
C/C(=N\Nc1ccc(C(=O)O)cc1)c1cnn(-c2cc(=O)[nH]c3ccc(Cl)cc23)c1C	92	97	94	81	106	104	94	94
C/C(=N\NC(=O)c1ccccc1N)c1ccccc1O	5.2*	37	32	50	72	/	98	25
COc1ccc(-c2nc(SCCC(C)C)nc(N(CCO)CCO)c2C#N)cc1	96	90	80	117	90	105	82	78
CCOc1cc(C(=O)Nc2ccc(Cl)cn2)cc(OCC)c1OCC	102	92	88	110	102	100	86	90
C/C(=N\NC(=O)c1ccncc1)c1cccc(Cl)c1	102	112	/	95	109	103	109	/
Nc1cc(Br)c(-c2nnc(CCC(=O)c3nc4ccccc4[nH]3)o2)c(Br)c1	19	45	56	59	41	91	100	73
CC(=O)OC(C)C(=O)OC(C)C(=O)OCCOCCCl (stereo unspecified)	94	97	91	93	99	106	105	95
Cc1[nH]c(/C=C/C(=O)c2ccc(C(F)(F)F)c(F)c2)c(C)c1C(=O)NCC(=O)NCC(F)(F)F	90&84	82	89&90	88&98	80&94	104&99	101&102	63&82
C=C1CCC2C3(C)COC(c4ccc(N(C)C)cc4)OC3CCC2(C)C1/C=C/C1=CCOC1=O (stereo unspecified)	50	63	71	77	80	61	103	29
C=CCc1cc(C)ccc1NC(C(=O)NCC(=O)OC)c1ccccc1 (stereo unspecified)	90	103	95	105	94	104	106	77
S=c1[nH]c2ccc(Cl)cc2[nH]1	88	99	98	92	95	89	/	83
NC(N)=N/N=C/C(=N/N=C(N)N)c1ccccc1	89	102	99	108	107	111	109	/
Cc1cccc(N2C(=O)C3C(C2=O)C2(c4ccccc4)C(=O)C3(c3ccccc3)C(c3ccc4c(c3)OCO4)=C2c2ccc3c(c2)OCO3)c1 (stereo unspecified)	82	74	92	/	87	114	120	78
Cn1c(=O)c2c(nc(OC3CCCCCC3)n2C)n(C)c1=O	105	100	93	107	97	113	95	/
O=C(Cn1ncnn1)NCc1cc(-c2cccc(Cl)c2)no1	99	98	108	102	91	106	115	105
c1ccc2cc(Cn3c(-c4ccc5ccccc5c4)[n+](Cc4ccc5ccccc5c4)c4ccccc43)ccc2c1	-70*	-99*	-88*	-58*	-46*	-39*	-59*	/
CCOC(=O)c1c(C)nc2c(c(C)c(Cl)n2Cc2ccccc2)c1N	98	91	84	92	102	102	116	61
Cc1c(C)n(CC(O)CNC2CCCCC2C)c2ccccc12 (stereo unspecified)	-23*	-83*	-85*	-64*	-94*	-76*	28	-10*
Cc1cc2nc(C)c(=O)[nH]c2cc1C	104	88	100	114	94	100	100	104
CCN(CC)CCOc1ccc(/C(=C(\C)c2ccc(OC)c(F)c2)c2ccc(Cl)cc2)cc1	70	1.8*	60	56	89	68	70	90
Nc1nc(Nc2cccnc2)nn1Cc1cccc(Br)c1	72	87	79	87	102	106	102	71
Nc1ccc2c(c1)N=[N+]([O-])c1cc(N)ccc1C2	100	104	91	81	91	107	101	108
OCCCN1CCCCC1CO (stereo unspecified)	94	99	86	105	111	98	94	94
O=C1Nc2ccccc2/C1=N/N=C/c1coc2ccc(F)cc2c1=O	89	90	88	94	98	98	92	/
CC(C)N1CCN(S(=O)(=O)c2ccccc2)c2ccccc21	116	99	96	84	108	112	102	118
CC(C)CCCC(C)NC(C)C (stereo unspecified)	96	100	91	110	110	77	96	102
Nc1nn(C(=O)c2ccc[nH]c2=O)cc1-c1ccc(Cl)cc1	87	99	92	94	78	106	107	87
O=C(NNc1ccc(-c2ccccc2)nn1)c1ccc(F)cc1	91	99	95	109	95	108	101	89

Random excerpt: 3 records from the list, in no set order.
SMILES	MCF7	LOX IMVI	UACC-62	MALME-3M	BT-549	UACC-257	HS 578T	T-47D
CC(C)N1CCN(S(=O)(=O)c2ccccc2)c2ccccc21	116	99	96	84	108	112	102	118
OCCCN1CCCCC1CO (stereo unspecified)	94	99	86	105	111	98	94	94
CCN(CC)CCOc1ccc(/C(=C(\C)c2ccc(OC)c(F)c2)c2ccc(Cl)cc2)cc1	70	1.8*	60	56	89	68	70	90

Next compounds follow:
SMILES	MCF7	LOX IMVI	UACC-62	MALME-3M	BT-549	UACC-257	HS 578T	T-47D
S=C1CCC2C(=S)N3C(=S)CCC3C(=S)N12 (stereo unspecified)	96	94	92	106	100	104	99	104
CCOC(=O)c1c[nH]c2ccc(CC)cc2c1=O	97	100	103	112	118	106	100	110
O=C1C=C/C(=C(\c2ccc(O)c(S(=O)(=O)O)c2)c2ccccc2C(=O)O)C=C1S(=O)(=O)O	105	96	95	107	123	/	155	110
CCCCC#Cc1c(I)n(C)c(=O)[nH]c1=O	52	-64*	-13*	-85*	-57*	-48*	-6.9*	-2.9*
COc1ccc(-c2cn(-c3cc(OC)c(OC)c(OC)c3)c(=O)n2C(C)=O)cc1	89	96	84	91	83	82	93	74
